High-throughput results: PubChem BioAssay, several laboratories
COUP-TFII inh = inhibitors of human COUP-TFII (NR2F2). P24468. HEK293T NGFI-A luciferase reporter, luminescence. inhibition, % at 8.6 µM. 370,000 compounds, 0.7% hits. AID 686940;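 active = inhibition above a per-plate cutoff, mean inhibition of test wells between control levels plus 3 SD, cut at about 38% in these data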;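 also: cells cotransfected with COUP-TFII expression vector driving the NGFI-A reporter; 0% = median of COUP-TF2 test wells and 100% = reporter-only cells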
TROY signal inh = inhibitors of TROY-dependent NF-kB signaling; Q293 LMP1-TROYcd NF-kB luciferase reporter, 4 h; inhibition, % at 10 µM; 360,000 compounds, 0.98% hits; AID 1347056;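 active = compounds whose plate-normalised and pattern-corrected inhibition of the luciferase reporter signal at the single screening dose is 50% or more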
SRC2 inh = inhibits human steroid receptor coactivator 2; HEK293 GAL4-SRC2 luciferase reporter, luminescence; inhibition, % at 9 µM; Q15596; 370,000 compounds, 0.17% hits; AID 651957;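 active = inhibition above the mean inhibition of all tested compounds plus 3 SD, set per campaign, cut at about 52% in these data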;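 also: 0% = DMSO treated cells and 100% = cells given Gossypol at 36 µM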
TLR9-MyD88 block = inhibitors of human TLR9-MyD88 binding; CHO BLA complementation TLR9-MyD88, CCF4 FRET ratio; 340,000 compounds, 0.21% hits; Q9NR96+Q99836; inhibition, % at 4.98 µM;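 active = inhibition above the mean over all tested compounds plus 3 SD, cut at about 21% in these data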;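 also: 0% = DMSO only wells and 100% = clavulanate BLA inhibitor control wells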
SRC3 inh = inhibits human SRC3 coactivator. Q9Y6Q9. HEK293 GAL4-SRC3 luciferase reporter, luminescence. inhibition, % at 3.6 µM. 360,000 compounds, 0.17% hits;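 active = inhibition above a per-campaign cutoff, the mean of all compounds plus 3 SD, cut at about 60% in these data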;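 also: 0% = DMSO-treated cells and 100% = gossypol-treated cells at 36 µM; higher means less SRC3-driven luciferase light from the GAL4 reporter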
Target sequence (Q9Y6Q9 whole entry, looked up, the tested form may be a part): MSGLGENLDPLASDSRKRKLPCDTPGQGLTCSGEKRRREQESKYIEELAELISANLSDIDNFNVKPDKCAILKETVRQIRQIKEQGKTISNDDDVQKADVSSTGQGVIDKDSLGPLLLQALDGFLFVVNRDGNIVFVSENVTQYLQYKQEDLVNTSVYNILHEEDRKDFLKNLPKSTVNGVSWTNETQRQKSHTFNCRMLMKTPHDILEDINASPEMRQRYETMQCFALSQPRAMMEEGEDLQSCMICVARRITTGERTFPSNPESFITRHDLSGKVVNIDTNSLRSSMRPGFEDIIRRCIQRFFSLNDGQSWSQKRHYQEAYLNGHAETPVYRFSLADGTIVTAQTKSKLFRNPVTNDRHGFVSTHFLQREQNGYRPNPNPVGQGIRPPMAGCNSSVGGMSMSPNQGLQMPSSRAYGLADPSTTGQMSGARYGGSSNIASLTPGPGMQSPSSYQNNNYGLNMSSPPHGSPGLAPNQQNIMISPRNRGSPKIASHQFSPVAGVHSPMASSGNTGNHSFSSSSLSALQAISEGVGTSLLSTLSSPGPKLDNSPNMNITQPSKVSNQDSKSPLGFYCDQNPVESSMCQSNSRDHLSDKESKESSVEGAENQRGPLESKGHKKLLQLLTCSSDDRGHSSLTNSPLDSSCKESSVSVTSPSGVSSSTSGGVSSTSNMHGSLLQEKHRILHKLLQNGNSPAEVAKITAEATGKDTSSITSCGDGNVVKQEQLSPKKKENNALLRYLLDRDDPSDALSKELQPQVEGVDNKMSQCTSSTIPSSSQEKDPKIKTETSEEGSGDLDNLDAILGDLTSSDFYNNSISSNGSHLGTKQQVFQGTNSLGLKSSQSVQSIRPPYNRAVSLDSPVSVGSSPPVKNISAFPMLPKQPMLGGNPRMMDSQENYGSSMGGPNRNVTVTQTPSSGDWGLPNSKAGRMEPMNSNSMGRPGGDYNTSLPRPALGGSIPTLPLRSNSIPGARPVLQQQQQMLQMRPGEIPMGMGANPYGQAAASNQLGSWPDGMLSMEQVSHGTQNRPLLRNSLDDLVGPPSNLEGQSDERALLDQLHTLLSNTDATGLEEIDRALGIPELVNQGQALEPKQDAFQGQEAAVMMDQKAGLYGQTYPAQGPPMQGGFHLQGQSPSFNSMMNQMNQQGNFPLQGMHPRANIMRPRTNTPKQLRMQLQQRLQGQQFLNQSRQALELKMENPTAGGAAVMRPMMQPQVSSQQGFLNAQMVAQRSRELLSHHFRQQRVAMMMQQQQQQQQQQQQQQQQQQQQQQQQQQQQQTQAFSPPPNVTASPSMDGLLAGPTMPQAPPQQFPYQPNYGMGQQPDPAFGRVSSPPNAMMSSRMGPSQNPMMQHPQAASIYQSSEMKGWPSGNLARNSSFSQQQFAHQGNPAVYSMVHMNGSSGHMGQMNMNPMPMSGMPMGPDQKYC
Vif inh = HIV Vif inhibition; HEK293T cells, Vif self-association by quenched fluorescence, imaging, 24 h; inhibition, % at 7.49 µM; 340,000 compounds, 0.35% hits; in the data active = inhibition above about 50%, passing the limit was not always enough; also: some results filed as inactive read as strong as hits
NCOA1 inh = inhibitors of human steroid receptor coactivator 1 (SRC1); Q15788; HEK293 GAL4-SRC1 luciferase reporter, luminescence; inhibition, % at 3.6 µM; 360,000 compounds, 0.12% hits;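 active = inhibition above the campaign mean plus 3 SD, with each screening campaign given its own cutoff, cut at about 60% in these data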;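 also: 0% = DMSO treated cells and 100% = gossypol at 36 µM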
EBV LMP1 NFkB = reduces LMP1-driven NF-kappaB luciferase signal. LMP1-induced NF-kappaB luciferase reporter cells, luminescence. inhibition, % at 12.5 µM. 350,000 compounds, 0.69% hits; in the data active = inhibition above about 41%;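 also: 0% = neutral control wells and 100% = reference inhibitor control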
LRH-1 inv ag = inverse agonists of human LRH-1 (NR5A2); 360,000 compounds, 0.13% hits; inhibition, % at 3.6 µM; HEK293T StAR-luciferase reporter, LRH-1 transfected, 24 h; AID 602396;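 active = inhibition above the mean inhibition of all tested compounds plus 3 SD, cut at about 73% in these data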;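 also: 0% = DMSO wells and 100% = reporter-only cells lacking LRH-1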
C8 TRAIL sens = caspase-8 TRAIL sensitization; NB7+C8 cells + TRAIL, ATPlite viability luminescence; inhibition (viability loss, TRAIL sensitization), % at 10 µM; 360,000 compounds, 1% hits; AID 624354;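 active = compounds causing at least 50% loss of cell viability in the single-dose screen, relative to plate controls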
NOD2 RIPK2 PPI = inhibitors of human NOD2-RIPK2 interaction | inhibition, % at 4.98 µM | CHO BLA complementation NOD2-RIPK2, CCF4 ratio | O43353 | 360,000 compounds, 0.38% hits; in the data active = inhibition above about 21%;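 also: 0% = vehicle only and 100% = reference blocker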
Active calls of the source: *. A portion of the library. The share of hits here may be higher or lower than overall.

`CCOc1ccc(S(=O)(=O)N(CC)CC(=O)NCc2ccccn2)cc1C` gave COUP-TFII inh 8, TROY signal inh -6, SRC2 inh 5, TLR9-MyD88 block -17, SRC3 inh -6, Vif inh 3, NCOA1 inh -20, EBV LMP1 NFkB -2, LRH-1 inv ag 14, C8 TRAIL sens -7 and NOD2 RIPK2 PPI -1.
For CC(C)(C)OC(=O)NCc1n[nH]c(=S)n1C1CC1 the results were COUP-TFII inh -16, TROY signal inh -8, SRC2 inh -16, TLR9-MyD88 block 2, SRC3 inh 3, Vif inh 19, NCOA1 inh -1, EBV LMP1 NFkB 3, LRH-1 inv ag 4, C8 TRAIL sens 6 and NOD2 RIPK2 PPI -2.
`O=C(NC1CCCCCCC1)c1cccnc1` gave COUP-TFII inh -6, TROY signal inh -13, SRC2 inh -37, TLR9-MyD88 block -5, SRC3 inh -8, Vif inh -2, NCOA1 inh -6, EBV LMP1 NFkB -35, LRH-1 inv ag -10, C8 TRAIL sens 1 and NOD2 RIPK2 PPI 6.
O=S1(=O)CC(N2CCN(CC3CC3)CC2)CN1CCc1ccccc1 (stereo not drawn) was read as COUP-TFII inh 8, TROY signal inh 18, SRC2 inh -30, SRC3 inh 12, NCOA1 inh 6, LRH-1 inv ag -6, C8 TRAIL sens -12 and NOD2 RIPK2 PPI -10.
For COc1cc2c(cc1OC)CN(Cc1cc(=O)n3cc(C)ccc3n1)CC2 the results were COUP-TFII inh -5, TROY signal inh -10, SRC2 inh -5, TLR9-MyD88 block 0, SRC3 inh 4, Vif inh 14, NCOA1 inh 1, EBV LMP1 NFkB 9, LRH-1 inv ag -13, C8 TRAIL sens -2 and NOD2 RIPK2 PPI 3.
For CCOCCCNC(=O)c1cc2c(s1)-c1ccccc1SC2 the results were COUP-TFII inh -14, TROY signal inh 0, SRC2 inh -35, TLR9-MyD88 block -4, SRC3 inh 5, Vif inh -4, NCOA1 inh -2, EBV LMP1 NFkB 5, LRH-1 inv ag -20, C8 TRAIL sens 4 and NOD2 RIPK2 PPI -5.
`COc1ccccc1CNC(=O)C(NC(=O)Nc1ccccc1)C(C)C` (stereo not drawn) gave COUP-TFII inh -11, TROY signal inh -11, SRC2 inh -12, TLR9-MyD88 block 6, SRC3 inh -7, Vif inh 40, NCOA1 inh -4, EBV LMP1 NFkB -6, LRH-1 inv ag -14, C8 TRAIL sens -11 and NOD2 RIPK2 PPI -8.
For Cc1nc2ccc(NC(=O)c3ccccc3)cc2c(=O)n1Cc1ccc(F)cc1 the results were COUP-TFII inh 37, TROY signal inh 31, SRC2 inh -2, TLR9-MyD88 block -1, SRC3 inh -11, Vif inh -7, NCOA1 inh -6, EBV LMP1 NFkB 0, LRH-1 inv ag 33, C8 TRAIL sens 13 and NOD2 RIPK2 PPI 12.
For COc1cccc(/C=N/Nc2ccc(Cl)nn2)c1OC the results were COUP-TFII inh 18, TROY signal inh -10, SRC2 inh -10, TLR9-MyD88 block -7, SRC3 inh -15, Vif inh 3, NCOA1 inh -38, EBV LMP1 NFkB -17, LRH-1 inv ag -13, C8 TRAIL sens 9 and NOD2 RIPK2 PPI -14.
`COc1ccc(NC(=S)N(CCCN2CCC(C)CC2)Cc2cccs2)cc1` gave COUP-TFII inh 2, TROY signal inh -19, SRC2 inh -36, TLR9-MyD88 block -7, SRC3 inh 16, Vif inh 2, NCOA1 inh 11, EBV LMP1 NFkB 0, LRH-1 inv ag -9, C8 TRAIL sens -5 and NOD2 RIPK2 PPI -4.
`COc1cccc(C(NC(C)=O)c2nc(-c3ccc(F)c(Cl)c3)cs2)c1` (stereo not drawn) gave COUP-TFII inh -7, TROY signal inh -15, SRC2 inh -29, SRC3 inh -24, Vif inh 1, NCOA1 inh 3, LRH-1 inv ag 14, C8 TRAIL sens 1 and NOD2 RIPK2 PPI -4.
For O=C(Nc1ccccc1N1CCOCC1)c1ccc2ccccc2n1 the results were COUP-TFII inh -12, TROY signal inh -44, SRC2 inh -5, TLR9-MyD88 block -19, SRC3 inh -23, Vif inh -3, NCOA1 inh -25, EBV LMP1 NFkB -14, LRH-1 inv ag 7, C8 TRAIL sens 26 and NOD2 RIPK2 PPI -2.
For CCCCNC(=O)Nc1nc2ccc(CC)cc2s1 the results were COUP-TFII inh -30, TROY signal inh -35, SRC2 inh -50, TLR9-MyD88 block -3, SRC3 inh -40, Vif inh 3, NCOA1 inh -48, EBV LMP1 NFkB -11, LRH-1 inv ag -91, C8 TRAIL sens 13 and NOD2 RIPK2 PPI 9.
For CN(C)S(=O)(=O)c1ccc2nc(NC(=O)c3cccnc3)sc2c1 the results were COUP-TFII inh -14, TROY signal inh -42, SRC2 inh -68, TLR9-MyD88 block -2, SRC3 inh -52, NCOA1 inh -90, EBV LMP1 NFkB -23, LRH-1 inv ag -82, C8 TRAIL sens 21 and NOD2 RIPK2 PPI -6.
CC(C)(C)Cc1c(-c2ccc(Br)cc2)nc2ccc(Cl)cn12 was read as COUP-TFII inh -11, TROY signal inh -6, SRC2 inh -3, TLR9-MyD88 block -6, SRC3 inh -3, Vif inh 2, NCOA1 inh 5, EBV LMP1 NFkB -1, LRH-1 inv ag -17, C8 TRAIL sens 4 and NOD2 RIPK2 PPI 6.
Cc1ccc(S(=O)(=O)n2[nH]c(=O)c(CCO)c2C)cc1 was read as COUP-TFII inh 6, TROY signal inh 7, SRC2 inh 4, SRC3 inh 4, Vif inh -4, NCOA1 inh -3, EBV LMP1 NFkB 1, LRH-1 inv ag 12, C8 TRAIL sens 3 and NOD2 RIPK2 PPI -12.
`Clc1ccc(-c2nnc(-c3ccccc3)nc2N2CCSCC2)cc1` gave COUP-TFII inh -19, TROY signal inh -31, SRC2 inh -19, TLR9-MyD88 block 3, SRC3 inh 6, Vif inh 3, NCOA1 inh -10, EBV LMP1 NFkB -15, LRH-1 inv ag -15, C8 TRAIL sens 0 and NOD2 RIPK2 PPI 5.
`O=C(/C=C/c1ccc([N+](=O)[O-])cc1)OCC(=O)N1c2ccccc2Sc2ccccc21` gave COUP-TFII inh 6, TROY signal inh -27, SRC2 inh -14, TLR9-MyD88 block 4, SRC3 inh 30, Vif inh -1, NCOA1 inh 18, EBV LMP1 NFkB -5, LRH-1 inv ag 15, C8 TRAIL sens 20 and NOD2 RIPK2 PPI -8.
`COc1cccc(NC(=O)CN(C)C(=O)c2ccc(-n3cncn3)c([N+](=O)[O-])c2)c1` gave COUP-TFII inh -12, TROY signal inh -10, SRC2 inh 13, TLR9-MyD88 block -1, SRC3 inh 24, Vif inh 9, NCOA1 inh -3, EBV LMP1 NFkB -7, LRH-1 inv ag 15, C8 TRAIL sens 0 and NOD2 RIPK2 PPI -4.
Screening O=C(COC(=O)CCNS(=O)(=O)c1ccccc1)Nc1ccc(OC(F)F)cc1 returned COUP-TFII inh 2, TROY signal inh 3, SRC2 inh 3, TLR9-MyD88 block -14, SRC3 inh -34, Vif inh -3, NCOA1 inh 5, EBV LMP1 NFkB -1, LRH-1 inv ag 5, C8 TRAIL sens -9 and NOD2 RIPK2 PPI 3.
CCCOc1ccc(Cc2nc(N)nc(N)n2)cc1 was read as COUP-TFII inh 18, TROY signal inh 16, SRC2 inh 18, TLR9-MyD88 block 1, SRC3 inh 16, Vif inh -10, NCOA1 inh -28, EBV LMP1 NFkB -10, LRH-1 inv ag -57, C8 TRAIL sens -6 and NOD2 RIPK2 PPI 2.
`CC(C)CN(C(=O)CN1CCC(C)CC1)c1c(N)n(CC(C)C)c(=O)[nH]c1=O` gave COUP-TFII inh -15, TROY signal inh 3, SRC2 inh -13, TLR9-MyD88 block -3, SRC3 inh -6, Vif inh -3, NCOA1 inh -10, EBV LMP1 NFkB 1, LRH-1 inv ag -2, C8 TRAIL sens -13 and NOD2 RIPK2 PPI -8.
CN1CCN(C(=O)/C(=C/c2cccs2)NC(=O)c2ccco2)CC1 was read as COUP-TFII inh 5, TROY signal inh 7, SRC2 inh -9, TLR9-MyD88 block 3, SRC3 inh -5, Vif inh 3, NCOA1 inh -7, EBV LMP1 NFkB -3, LRH-1 inv ag -1, C8 TRAIL sens -2 and NOD2 RIPK2 PPI -9.
Screening CCCCNC(=O)C1C(c2ccccc2)=Nc2ccccc2N1C(=O)c1ccc2c(c1)OCO2 (stereo not drawn) returned COUP-TFII inh -28, SRC2 inh -17, LRH-1 inv ag -70, C8 TRAIL sens -1 and NOD2 RIPK2 PPI -9.
CCOc1ccc(C(Nc2ccc(C)cc2)P2(=O)OCCCO2)cc1 (stereo not drawn) was read as COUP-TFII inh -8, TROY signal inh -44, SRC2 inh -1, TLR9-MyD88 block -4, SRC3 inh -22, Vif inh 5, NCOA1 inh 1, EBV LMP1 NFkB 0, LRH-1 inv ag -13, C8 TRAIL sens -2 and NOD2 RIPK2 PPI 7.
Cc1ccc2[nH]c3c(c2c1)CCc1cn[nH]c1-3 was read as COUP-TFII inh -11, TROY signal inh -51, SRC2 inh 3, TLR9-MyD88 block 6, SRC3 inh 9, Vif inh -2, NCOA1 inh 3, EBV LMP1 NFkB -18, LRH-1 inv ag 24, C8 TRAIL sens 10 and NOD2 RIPK2 PPI 1.
`COC(=O)C(C)Sc1nnc(Cc2cc(=O)[nH]c(=O)[nH]2)n1-c1ccc(Cl)cc1` (stereo not drawn) gave COUP-TFII inh -3, TROY signal inh -11, SRC2 inh 17, TLR9-MyD88 block -4, SRC3 inh 9, Vif inh 15, NCOA1 inh -18, EBV LMP1 NFkB 3, LRH-1 inv ag 2, C8 TRAIL sens 2 and NOD2 RIPK2 PPI -2.
For CCCCCN(C(=O)CCC(=O)OCCOc1ccc(OCC)cc1)c1c(N)n(CCCC)c(=O)[nH]c1=O the results were COUP-TFII inh 10, TROY signal inh 6, SRC2 inh -21, TLR9-MyD88 block -3, SRC3 inh 5, Vif inh -11, NCOA1 inh -12, EBV LMP1 NFkB 12, LRH-1 inv ag -3, C8 TRAIL sens -26 and NOD2 RIPK2 PPI -8.
COc1ccc(C)cc1S(=O)(=O)N1CCC(C(=O)NC2CCCC2)CC1 was read as COUP-TFII inh -4, TROY signal inh 11, SRC2 inh -10, TLR9-MyD88 block 3, SRC3 inh 13, Vif inh -7, NCOA1 inh -8, EBV LMP1 NFkB -2, LRH-1 inv ag 2, C8 TRAIL sens -3 and NOD2 RIPK2 PPI -32.
Screening CC1=NNC(=O)C1CCC(=O)N/N=C/C=C/c1ccccc1 (stereo not drawn) returned COUP-TFII inh -4, TROY signal inh 2, SRC2 inh -8, TLR9-MyD88 block -1, SRC3 inh 9, Vif inh -2, NCOA1 inh 5, EBV LMP1 NFkB 7, LRH-1 inv ag 13, C8 TRAIL sens -6 and NOD2 RIPK2 PPI 2.
Screening Cc1nn(CCc2n[nH]c(=S)n2-c2ccc(F)cc2)c(C)c1[N+](=O)[O-] returned COUP-TFII inh 3, TROY signal inh 3, SRC2 inh -4, TLR9-MyD88 block 4, SRC3 inh -11, Vif inh -3, NCOA1 inh 2, EBV LMP1 NFkB -8, LRH-1 inv ag -4, C8 TRAIL sens 11 and NOD2 RIPK2 PPI -1.
